Screens from PubChem BioAssay.
M1 ag parental: counter-screen for M1 agonists: effect in parental CHO-K1 cells. activation, % at 3 µM. AID 602248. 0.48% of 360,000 active. Fluo-8 calcium fluorescence; scaled to maximal ATP response, vehicle zero; in the data active = activation above about 15%;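 also: untransfected CHO-K1 host cells lacking M1 receptor as counterscreen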
TAAR1 antag: antagonists of human TAAR1 | Q96RJ0 | inhibition, % at 3 µM | AID 624466 | CHO RD-HGA16 TAAR1, Fluo-8 calcium fluorescence, antagonist | 1.5% of 360,000 active;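 active = inhibition above a per-plate cutoff, the mean inhibition of test compounds on that plate plus 3 SD, cut at about 49% in these data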;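 also: 0% = DMSO plus EC80 beta-PEA response and 100% = DMSO alone without agonist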
Target sequence (Q96RJ0 whole entry, looked up): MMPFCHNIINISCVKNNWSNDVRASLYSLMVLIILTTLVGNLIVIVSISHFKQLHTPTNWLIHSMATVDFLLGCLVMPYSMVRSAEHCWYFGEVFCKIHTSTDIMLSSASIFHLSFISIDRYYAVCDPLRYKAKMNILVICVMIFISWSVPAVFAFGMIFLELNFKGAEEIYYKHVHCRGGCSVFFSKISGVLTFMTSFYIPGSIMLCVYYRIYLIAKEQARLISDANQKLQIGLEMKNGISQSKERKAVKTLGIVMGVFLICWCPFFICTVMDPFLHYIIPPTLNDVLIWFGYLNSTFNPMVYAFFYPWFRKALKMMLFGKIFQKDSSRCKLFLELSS
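Test system: CHO RD-HGA16 cells bearing hTAAR1 | Reagent: β-PEA, EC80 | Compound dosing: 3 µM, single point | Schedule: Dye loading 75 min at 37 °C, then 30 min room temperature | Signal: Calcium fluorescence with Fluo-8 | Evaluation: Percent inhibition of PEA-evoked calcium signal, max/basal emission ratio | Control set: DMSO-only wells and EC80 β-PEA-stimulated wells | Repeats: Singlicate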
CHO-K1 Ca PAM: M1 PAM counterscreen hit in parental CHO-K1 cells; ATP EC20, Fluo-8 calcium fluorescence; 0% at ATP EC20, 100% at ATP max; activation, % at 3 µM; 0.02% of 360,000 active;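 active = activation above the run cutoff, the mean activation of all test compounds plus 3 SD, cut at about 40% in these data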;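 also: peak over basal fluorescence ratio in a 140 s read after ATP addition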
V1R ag counter: V1a receptor agonism, counter-screen for OXTR agonists; P37288; CHO-V1R cells, Fluo-8 calcium fluorescence, agonist mode; 0% DMSO, 100% 3 nM vasopressin; activation, % at 3 µM; 0.25% of 320,000 active; AID 2797;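 active = activation above the mean activation of all tested compounds plus 3 SD, per screening run, cut at about 20% in these data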;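 also: signal is peak over basal fluorescence ratio across a 100 second FLIPR read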
CHO parental Ca: counter-screen for OX1R antagonists: effect in parental CHO cells. inhibition, % at 5.6 µM. 0.63% of 330,000 active. parental CHO-K1, ATP-induced calcium, Fluo-8 fluorescence. AID 463079;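 active = inhibition above that plate's mean sample inhibition plus 3 SD, cut at about 26% in these data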;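 also: 0% = ATP-challenged DMSO wells and 100% = DMSO wells without ATP; some compounds past the cut are filed as inactive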
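Material – parental CHO cells · Reagent – ATP stimulus · Compound – single nominal dose of 5.6 µM per compound · Detection – Fluo-8 fluorescence · Read-out basis – percent inhibition of calcium signal · Controls – ATP-challenged DMSO wells low, unchallenged DMSO wells high · Repeats – no replicates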
CHO-K1 Ca antag: counter-screen for M1 antagonists: effect in parental CHO-K1 cells; ATP-induced calcium, Fluo-8 fluorescence; AID 602250; inhibition, % at 3 µM; 0.6% of 360,000 active;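 active = inhibition above a per-plate cutoff, the plate's mean sample inhibition plus 3 SD, cut at about 24% in these data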;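 also: 0% = DMSO plus EC80 ATP and 100% = DMSO alone without ATP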
OXTR potentiator: human OXTR potentiation | P30559 | 0.061% of 320,000 active | activation, % at 3 µM | CHO-OTR cells, Fluo-8 calcium fluorescence, potentiator mode; 0% = oxytocin EC15, 100% = EC100;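 active = activation above that plate's cutoff, the mean activation of tested compounds plus 3 SD, cut at about 6.6% in these data, passing the limit was not always enough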;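 also: 100% uses oxytocin at 75 nM as the full agonist control; some results filed as inactive read as strong as hits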
Target sequence (P30559 whole entry, looked up): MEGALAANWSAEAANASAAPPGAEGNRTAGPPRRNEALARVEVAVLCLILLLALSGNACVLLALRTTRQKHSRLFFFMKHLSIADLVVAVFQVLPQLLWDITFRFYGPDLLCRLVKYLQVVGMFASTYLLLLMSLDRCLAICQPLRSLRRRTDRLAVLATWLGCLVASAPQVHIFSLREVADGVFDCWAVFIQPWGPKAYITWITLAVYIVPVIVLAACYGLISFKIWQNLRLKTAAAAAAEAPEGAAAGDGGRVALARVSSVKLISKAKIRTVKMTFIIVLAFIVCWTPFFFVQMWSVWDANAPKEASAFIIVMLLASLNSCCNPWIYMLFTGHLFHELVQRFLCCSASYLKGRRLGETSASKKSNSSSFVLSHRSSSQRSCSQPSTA
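Replication – single well per compound, singlicate · Assay system – CHO cell line stably expressing human OTR · Timing – 6 min pre-incubation, 100 s read · Measure – normalized max/min fluorescence ratio, % activation · Doses – 3.0 µM, one dose · Detection – Fluo-8 calcium dye fluorescence · Probe or stimulus – oxytocin near EC15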
GPR7 antag: blocks human GPR7 receptor signaling; 1.1% of 290,000 active; AID 1861; P48145; inhibition, % at 4.4 µM; GPR7-expressing cells, fluorescence antagonist assay; in the data active = inhibition above about 16%, passing the limit was not always enough;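 also: cells stimulated with the agonist NPW; 0% = agonist with vehicle and 100% = vehicle without agonist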
Target sequence (P48145 whole entry, looked up): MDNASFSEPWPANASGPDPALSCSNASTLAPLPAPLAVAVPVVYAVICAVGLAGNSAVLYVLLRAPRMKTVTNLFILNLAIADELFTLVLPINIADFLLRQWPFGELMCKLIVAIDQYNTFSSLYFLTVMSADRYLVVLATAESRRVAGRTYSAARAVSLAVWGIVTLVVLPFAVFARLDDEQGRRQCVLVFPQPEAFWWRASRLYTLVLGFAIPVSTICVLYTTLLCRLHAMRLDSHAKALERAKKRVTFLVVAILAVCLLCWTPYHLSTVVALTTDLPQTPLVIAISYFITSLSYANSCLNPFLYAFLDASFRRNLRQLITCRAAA
OXTR ag: agonists of human oxytocin receptor | CHO-OTR cells, Fluo-8 calcium fluorescence; normalized: DMSO 0%, oxytocin 100% | P30559 | 0.32% of 320,000 active | AID 2435 | activation, % at 3 µM;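 active = activation above the mean of all tested compounds plus 3 SD, cutoff set per screening run, cut at about 20% in these data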;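 also: peak over basal fluorescence ratio from a 100 s FLIPR kinetic read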
Active calls of the source: *; . = not tested or not shown; & = joins results of further samples. No enrichment for hits, and some 3.5% of all compounds hit somewhere here.

SMILES | M1 ag parental | TAAR1 antag | CHO-K1 Ca PAM | V1R ag counter | CHO parental Ca | CHO-K1 Ca antag | OXTR potentiator | GPR7 antag | OXTR ag
Cc1ccccc1C(=O)NNC(=O)c1ccc(Br)cc1 | -0.1 | -9 | -11 | 2.3 | -4 | 22 | 4 | -17 | 0.1
COC(=O)c1ccsc1NC(=O)c1ccc2c(c1)OCCO2 | 1.0 | -2 | 14 | -1.0 | -13 | -3 | -6 | . | 0.3
COc1ccc(NC(=O)c2cc(-c3cc(F)ccc3OC)n[nH]2)cn1 | 1.3 | -6 | -12 | . | . | 9 | . | . | .
OC[C@@H]1CN(Cc2ccncc2)C[C@H](n2cnc3c(NCc4ccncc4)ncnc32)O1 | 0.3 | -12 | 0 | . | . | 1 | . | . | .
COc1ccccc1C(=O)NC(=O)COc1ccc(Cl)cc1Cl | 0.7 | -6 | 9 | 0.0 | -14 | -6 | -3 | . | -1.0
Cn1c(=O)c2c(nc(Sc3ncccn3)n2Cc2ccc(Cl)cc2)n(C)c1=O | 1.8 | -9 | 4 | 0.4 | -3 | -9 | -4 | -6 | 0.6
Cc1cc(NC(=O)c2noc3c2CCc2ccccc2-3)no1 | 0.3 | -21 | 8 | 1.4 | -7 | -1 | 2 | . | 0.5
Cc1ccc(S(=O)(=O)NN=Cc2ccccc2Cl)cc1 | 0.1 | 3 | 12 | . | . | 3 | . | . | .
CCOc1ccccc1NC(=O)c1ccccc1N(C)S(C)(=O)=O | 0.4 | -1 | 14 | -0.9 | -23 | -20 | -5 | 8 | -0.8
COc1ccc(C(=O)N/C(=C\c2ccccc2)C(=O)Nc2cccc(C(=O)O)c2)cc1 | 7.7 | 5 | 11 | 0.5 | -4 | -3 | 1 | -9 | 0.5
CCN(CC(=O)Nc1c(F)cccc1F)C(=O)CSc1nc2ccccc2o1 | 1.1 | -2 | 16 | 0.0 | -4 | 2 | 0 | . | -0.1
COc1ccc(CCNC(=O)Cc2c(Cl)cccc2Cl)cc1 | 0.4 | -20 | 19 | -0.4 | -12 | -14 | -8 | -9 | -0.9
COCCCNC(CC(=O)Nc1cc(C)cc(C)c1)C(=O)O (stereo unspecified) | 0.6 | -4 | -5 | 1.1 | 3 | 3 | -1 | . | 0.4
c1ccc(-c2nc[nH]c2-c2ccccc2)cc1 | 2.2 | -7 | 24 | 0.4 | -4 | -10 | -9 | -11&3 | 1.2
CCCc1cc(C(=O)NCC(C)C)no1 | -1.0 | -16 | 5 | 0.4 | 0 | 10 | 1 | -7 | -2.1
Cc1ccc(C(c2nnnn2Cc2ccccc2)N2CCN(Cc3ccccc3)CC2)cc1 (stereo unspecified) | 0.6 | 1 | 26 | -1.2 | -33 | -12 | -13 | 24 | -1.4
CCC(=O)N1CCc2cc(S(=O)(=O)NCCC(=O)N3CCN(c4cccc(OC)c4)CC3)ccc21 | 6.1 | -3 | -7 | 3.8 | -30 | -7 | -9 | -18 | 4.7
c1ccc2c(c1)ncn2-c1cncnc1 | 0.3 | -13 | 8 | . | . | 11 | . | . | .
COC(=O)c1ccccc1NC(=O)Cn1nc(C(F)(F)F)c2c1CCC2 | 1.4 | -2 | 1 | -1.2 | -13 | 10 | -2 | -1 | -0.8
CCOCC(=O)Nc1cccc(-c2nc3cccnc3s2)c1C | 0.3 | -13 | 8 | 0.7 | -10 | 12 | -7 | -10 | 0.4
CC(=NNC(N)=O)C1=C(O)C(C(C)C)NC1=O (stereo unspecified) | 0.6 | 3 | 15 | . | . | -18 | . | . | .
COC(=O)c1cccc(NC(=O)CCc2cc(OC)c(OC)c(OC)c2)c1 | 0.0 | -4 | 1 | 7.6 | -10 | 4 | -9 | -6 | 7.9
COc1ccc(NC(=S)N(CCCN2CCOCC2)Cc2ccccn2)cc1 | 0.2 | -19 | 8 | 1.0 | -5 | -5 | -4 | -26 | 2.1
CC(NC(=O)/C(C#N)=C/c1cn[nH]c1-c1ccccc1)c1ccccc1 (stereo unspecified) | 0.3 | 9 | 12 | 0.1 | -10 | -5 | -7 | 0 | -1.3
COc1ccc(C(=O)n2nnc3ccccc32)cc1OC | 2.6 | -22 | 12 | -0.2 | 2 | -1 | 1 | -7 | 0.7
Cc1cc(C(=O)CN2C(=O)NC(C)(c3ccccc3)C2=O)c(C)n1CC1CCCO1 (stereo unspecified) | 2.3 | . | 8 | 2.7 | -7 | -9 | 2 | -7 | 3.5
Cc1ccc(NC(=O)CN2CCCN(S(=O)(=O)c3ccc(Br)s3)CC2)cc1 | -0.1 | . | -13 | 1.2 | -15 | 24* | -10 | 17 | -0.2
CCCCN(CC)CCNc1c(NC2CCN(C(=O)OCC)CC2)c(=O)c1=O | -0.2 | -4 | 9 | 1.1 | -1 | -3 | -4 | -2 | 1.1
CNC(=O)COC(=O)c1ccc(-c2nc3ccccc3s2)s1 | 1.8 | 5 | 18 | -0.3 | -7 | -2 | 2 | 6 | 1.3
COc1ccc(C(=O)OCC(=O)NC(=O)NC2CCCC2)cc1[N+](=O)[O-] | 1.5 | 4 | 7 | 4.5 | -6 | -5 | -4 | . | 3.8

Gathered by group, the compounds so far containing bromine (2)
SMILES | M1 ag parental | TAAR1 antag | CHO-K1 Ca PAM | V1R ag counter | CHO parental Ca | CHO-K1 Ca antag | OXTR potentiator | GPR7 antag | OXTR ag
Cc1ccccc1C(=O)NNC(=O)c1ccc(Br)cc1 | -0.1 | -9 | -11 | 2.3 | -4 | 22 | 4 | -17 | 0.1
Cc1ccc(NC(=O)CN2CCCN(S(=O)(=O)c3ccc(Br)s3)CC2)cc1 | -0.1 | . | -13 | 1.2 | -15 | 24* | -10 | 17 | -0.2

More structures
SMILES | M1 ag parental | TAAR1 antag | CHO-K1 Ca PAM | V1R ag counter | CHO parental Ca | CHO-K1 Ca antag | OXTR potentiator | GPR7 antag | OXTR ag
Cc1cccc(N2CCN(C(=O)CN3CCOc4ccccc43)CC2C)c1 (stereo unspecified) | 1.4 | 13 | 17 | 3.3 | -27 | 0 | -4 | 11 | 3.1
Cc1ccc(NC(=O)CSc2nnc(CCNC(=O)OC(C)(C)C)o2)c(C)c1 | -0.2 | 7 | 8 | -1.4 | -11 | -4 | 9 | -7 | -0.1
O=c1c(C(c2ccc(Br)cc2)c2c(O)nc3n(c2=O)CCS3)c(O)nc2n1CCS2 | -0.4 | -4 | -1 | 0.6 | 0 | 0 | -8 | -4 | -0.8
O=C(NCCC(=O)N1CCN(S(=O)(=O)c2ccccc2)CC1)c1ccc(Br)cc1 | 1.1 | -9 | 13 | 0.0 | -16 | 2 | -5 | . | -0.5
C=CCn1c(-c2ccccc2)c[nH]c1=S | 1.7 | 17 | 26 | 0.3 | -15 | -12 | -6 | -5 | 1.0
Cc1cc(-c2nc3cc(F)ccc3s2)ccc1N | 0.2 | 6 | 6 | . | . | -12 | . | . | .
CCOC(=O)C/C(C)=N/NC(=O)COc1ccccc1C | 0.8 | 3 | 15 | 0.4 | -8 | -3 | -5 | -8 | -1.6
Cc1ccc(-c2cc(C(=O)N/N=C/c3ccc(F)cc3)n[nH]2)o1 | 1.0 | 11 | 19 | 0.1 | 3 | -23 | -9 | 0 | 0.0
COc1ccc(NC(=O)c2cccnc2Nc2ccccc2)cc1 | 0.0 | 0 | -1 | 0.3 | -3 | -21 | -7 | -1 | -0.6
Oc1cccc(Nc2nc(O)c(/C=C3\C=Nc4ccccc43)s2)c1 | 8.2 | 40 | 11 | 7.5 | 17 | -6 | -15 | 6 | 2.1
Cc1ccc(C(=O)N2CCN(C(=O)CN3CCCC3)C2)cc1 | 0.7 | -13 | 24 | -0.5 | -21 | -4 | -4 | -10 | -0.3
C/C(=C\C(=O)O)C12CC3CC(CC(C3)C1)C2 | 0.0 | 13 | 0 | 1.8 | -4 | 4 | -8 | -12 | 1.0
CCN(CC)c1ccc(NC(=O)COc2ccc(C)cc2)cc1 | 0.5 | 8 | 21 | -1.4 | -2 | -18 | -5 | 1 | -1.3
COc1ccc(-c2csc(N(C)C(=O)c3ccco3)n2)cc1 | 1.2 | -2 | 16 | 1.9 | -8 | -3 | -9 | -4 | 0.6
COc1ccc(S(=O)(=O)N2CCC(C(N)=O)CC2)cc1 | 0.1 | -12 | 2 | -0.5 | -6 | -9 | -6 | -14 | -0.3
CCNC(=O)C1CCCN(C(=O)c2cccc(C(F)(F)F)c2)CC1 (stereo unspecified) | 1.2 | -3 | 3 | . | . | -15 | . | . | .
CCSc1nnc(NC(=O)c2c(-c3ccccc3Cl)noc2C)s1 | 0.2 | -10 | 2 | 4.0 | 4 | -15 | -10 | 6 | 5.1
Cc1nc(NC(=O)c2ccccc2O)sc1C | 1.1 | -12 | 16 | 1.2 | 1 | -16 | -6 | -6 | 1.2
C[C@H](CO)N1C[C@H](C)[C@@H](CN(C)C(=O)Nc2ccccc2)Oc2c(NC(=O)NC3CCCCC3)cccc2C1=O | -0.3 | 23 | 0 | -0.2 | -19 | -3 | -3 | . | 1.1
Cc1cc(C)cc(OCC(=O)OCCN2C(=O)c3ccccc3C2=O)c1 | 0.0 | -3 | 13 | -1.0 | -13 | -15 | -1 | -5 | -2.2
CC(C)OP(=O)(c1ccc(N(C)C)cc1)C(O)c1ccncc1 (stereo unspecified) | -0.4 | 3 | -5 | 0.0 | 9 | 1 | -1 | 1 | 0.2
CC1CC(C)CN(C(=O)CNC(=O)c2sc3ccccc3c2Cl)C1 (stereo unspecified) | 0.3 | -3 | -21 | -0.8 | -26 | 3 | -9 | . | -1.9
CCOc1cc(NC(=O)c2ccccc2OC)c(OCC)cc1NC(=O)c1ccccc1 | 0.7 | 3 | 9 | -0.2 | -9 | -5 | -9 | -12 | -0.5
O=C(CSc1nnnn1-c1ccccc1)Nc1ncc2c(n1)CC(c1ccco1)CC2=O (stereo unspecified) | 6.8 | 32 | -5 | 7.4 | -1 | 6 | -9 | 6 | 13
COc1ccc(/C=N/NC(=O)c2cc3c(ccc4ccccc43)o2)c(OC)c1 | 3.2 | 63* | 3 | . | . | 3 | . | 5 | .
CC(C)=CCCC1=CCC(/C(C)=N/NC(N)=O)CC1 (stereo unspecified) | 0.6 | . | 27 | 0.8 | -19 | -8 | 2 | -4 | -0.3
CCOc1cc(C)c(Cl)cc1S(=O)(=O)N(C)C | -0.2 | -4 | 3 | -1.6 | -20 | 8 | -4 | 3 | -1.1
CC1(C)OC(=O)C(=CNC(CCC(N)=O)C(=O)O)C(=O)O1 (stereo unspecified) | 0.3 | -2 | 13 | 1.0 | 4 | -7 | -4 | -9 | 0.4
CCCN1C2CCCC1CC(NC(=O)c1ccccc1OCC)C2 (stereo unspecified) | -0.1 | 0 | 18 | 0.2 | -8 | -7 | -17 | -9 | -0.2
O=c1[nH]c2ccccc2nc1C(F)(F)F | 0.4 | -29 | 9 | 0.4 | -8 | -11 | 0 | -9 | -0.3
